Source: PubChem
IDH1 mut inh: blocks human IDH1 R132H reductase activity | hit rate 0.18% among 70,000 | inhibition, % at 10 µM | O75874 | diaphorase/resazurin fluorescence, 60 min | AID 624101; in the data active = inhibition above about 34%;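 note: 0% = DMSO and 100% = no enzyme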
Target sequence (O75874 whole entry R132H): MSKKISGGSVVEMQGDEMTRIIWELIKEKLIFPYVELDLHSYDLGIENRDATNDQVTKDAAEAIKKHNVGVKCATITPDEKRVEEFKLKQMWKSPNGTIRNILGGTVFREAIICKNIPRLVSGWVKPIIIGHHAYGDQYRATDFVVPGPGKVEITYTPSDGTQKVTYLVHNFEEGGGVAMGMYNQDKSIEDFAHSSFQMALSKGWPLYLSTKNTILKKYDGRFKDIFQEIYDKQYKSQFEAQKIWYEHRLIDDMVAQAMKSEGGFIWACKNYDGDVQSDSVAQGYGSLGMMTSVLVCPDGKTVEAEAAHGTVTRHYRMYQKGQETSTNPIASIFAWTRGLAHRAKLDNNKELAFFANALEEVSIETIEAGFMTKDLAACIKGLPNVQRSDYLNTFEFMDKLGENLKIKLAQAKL
EZH2 inh: blocks human EZH2/PRC2 H3K27 methylation. DELFIA TRF, 1 h. inhibition, % at 12.5 µM. hit rate 0.35% among 57,000;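 active = mean inhibition of replicates at least 50% and every single replicate also reaching 50%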;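 note: dimethyl H3K27 on biotinylated H3 21-44 peptide detected by antibody; plate controls were median neutral control wells for no effect and median positive control wells for full effect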
* = called active by the depositor; . = not tested or not shown; & = joins results of further samples.

SMILES	IDH1 mut inh	EZH2 inh
CO[C@H]1CN(C)C(=O)c2ccc(NC(=O)Nc3ccccc3)cc2OC[C@@H](C)N(CC2CC2)C[C@H]1C	0.4	-17
C[C@H]1CN([C@@H](C)CO)S(=O)(=O)c2ccc(-c3ccc(C(=O)N(C)C)cc3)cc2O[C@@H]1CN(C)C(=O)C1CCCCC1	-1.9	-8
COc1ccc(Cn2c(=O)c3[nH]cnc3n(-c3cc(S(C)=O)ccc3C)c2=O)cc1 (stereo not given)	-3.5	-13
CNC[C@H]1Oc2ccc(NC(=O)NC(C)C)cc2CC(=O)N([C@H](C)CO)C[C@H]1C	-0.4	8
C[C@H](CO)N1C[C@H](C)[C@@H](CN(C)Cc2ccc(C(=O)O)cc2)OCCCC[C@H](C)Oc2ccc(NC(=O)CCCN(C)C)cc2C1=O	3.4	.
CCC(=O)Nc1ccc2c(c1)OC[C@H](C)N(CCc1ccccc1)C[C@@H](C)[C@@H](OC)CN(C)C2=O	-0.5	-5
CCCCC/C=C/C=C/C(O)CCCCCCCC(=O)O (stereo not given)	8.7	39
Cc1cc(C)c(NC(=O)CSc2nnc(-c3cccnc3)s2)c([N+](=O)[O-])c1	-0.4	3
C[C@@H]1CN([C@H](C)CO)C(=O)c2cc(NS(=O)(=O)c3cccs3)ccc2O[C@@H]1CN(C)S(=O)(=O)c1cccs1	-2.7	.
CC(C)CC#Cc1ccc2c(c1)O[C@H](CN(C)Cc1cncnc1)[C@H](C)CN([C@@H](C)CO)S2(=O)=O	-10	-14
CO[C@@H]1CN(C)C(=O)c2cc(NC(=O)Nc3c(C)noc3C)ccc2OC[C@H](C)NC[C@@H]1C	-0.1	4
C[C@H](CO)N1C[C@H](C)[C@H](CN(C)S(C)(=O)=O)Oc2ncc(C#Cc3ccc(F)cc3)cc2C1=O	0.8	-6&-12
COc1ccc(S(=O)(=O)N(C)CC(=O)NC2CC2)cc1	0.3	1
C[C@H]1CN([C@@H](C)CO)S(=O)(=O)c2ccc(C#CCN(C)C)cc2O[C@@H]1CN(C)Cc1ccncc1	4.9	-1
FC(F)(F)c1ccccc1-n1ccnc1	0.4	-24
CS(=O)(=O)Nc1ccc2c(c1)[C@@H]1C[C@@H](CC(=O)NCc3ccncc3)O[C@@H](CO)[C@@H]1O2	-0.8	-5
CCSC1=C(C#N)C(=O)NC(C(C)C)S1 (stereo not given)	-0.2	-1
C[C@H](CO)N1C[C@H](C)[C@H](CN(C)CC2CCCCC2)Oc2ccc(NS(=O)(=O)c3cccs3)cc2CC1=O	.	5
C[C@H](CO)N1C[C@H](C)[C@H](CN(C)CC2CC2)OCCCC[C@H](C)Oc2ccc(NS(=O)(=O)c3ccc(F)cc3)cc2C1=O	3.2	.
CO[C@@H]1CN(C)C(=O)c2ccc(NC(=O)C3CCC3)cc2OC[C@@H](C)N(C(=O)Nc2ccc(C(F)(F)F)cc2)C[C@H]1C	0.4	-13
C[C@H]1CN([C@@H](C)CO)C(=O)CCCn2cc(nn2)CO[C@H]1CN(C)C(=O)CCC(F)(F)F	0.5	-2
Cc1ccc(S(=O)(=O)Nc2ccc3c(c2)CC(=O)N([C@@H](C)CO)C[C@@H](C)[C@H](CN(C)Cc2ccc(C(=O)Nc4ccccc4N)cc2)O3)cc1	-0.1	.
C[C@@H]1CCCCO[C@@H](CN(C)C)[C@@H](C)CN([C@H](C)CO)C(=O)c2cc(NC(=O)CCC(F)(F)F)ccc2O1	0.2	4
Cc1noc(C)c1NC(=O)Nc1ccc2c(c1)C(=O)N([C@H](C)CO)C[C@H](C)[C@@H](CN(C)Cc1ccc(C(=O)O)cc1)O2	-0.1	.
COc1ccccc1S(=O)(=O)N[C@H]1CC[C@H](CCNC(=O)C2CCOCC2)O[C@@H]1CO	0.0	4

Record cards, from the list above. Screens in order: IDH1 mut inh | EZH2 inh
`C[C@H]1CN([C@@H](C)CO)S(=O)(=O)c2ccc(-c3ccc(C(=O)N(C)C)cc3)cc2O[C@@H]1CN(C)C(=O)C1CCCCC1` in the list: -1.9 | -8
`COc1ccccc1S(=O)(=O)N[C@H]1CC[C@H](CCNC(=O)C2CCOCC2)O[C@@H]1CO` in the list: 0.0 | 4

The listing continues:
SMILES	IDH1 mut inh	EZH2 inh
COc1ccc(S(=O)(=O)N(C)C[C@@H]2Oc3c(NC(=O)Nc4cccc5ccccc45)cccc3C(=O)N([C@@H](C)CO)C[C@H]2C)cc1	2.3	.
Cc1nnc(SCC(=O)Nc2ccc(F)c(F)c2F)s1	-0.1	3
C[C@@H]1CCCCO[C@H](CN(C)S(=O)(=O)c2ccccc2)[C@@H](C)CN([C@H](C)CO)C(=O)c2cc(N(C)C)ccc2O1	-2.2	1
C[C@H]1CN([C@@H](C)CO)C(=O)c2cc(NC(=O)Cc3ccccc3)ccc2O[C@@H]1CN(C)Cc1ccc2c(c1)OCO2	-0.6	9
COc1ccc(S(=O)(=O)Nc2cccc3c2O[C@H](CN(C)S(=O)(=O)c2ccc(C)cc2)[C@@H](C)CN([C@H](C)CO)C3=O)cc1	-0.6	.
C[C@H]1CN([C@@H](C)CO)C(=O)c2cccc(NC(=O)C3CCCCC3)c2O[C@@H]1CN(C)Cc1ccc2c(c1)OCO2	.	13
CC(=O)N1N=C(c2ccc(C(C)(C)C)cc2)OC1(C)C	0.6	-26
CC(C)CC#Cc1ccc2c(c1)O[C@H](CN(C)C(=O)NC(C)C)[C@@H](C)CN([C@@H](C)CO)S2(=O)=O	-3.4	3
CCCC#Cc1cnc2c(c1)C(=O)N([C@@H](C)CO)C[C@H](C)[C@@H](CN(C)C(=O)C1CCOCC1)O2	.	4
CC(C)CC#Cc1cnc2c(c1)C(=O)N([C@@H](C)CO)C[C@@H](C)[C@H](CN(C)C(=O)NC1CCCC1)O2	-4.3	-1
C[C@@H]1CCCCO[C@@H](CN(C)Cc2ccccc2)[C@H](C)CN([C@H](C)CO)C(=O)c2cc(NC(=O)Nc3cccc4ccccc34)ccc2O1	-0.4	.
CO[C@@H]1CN(C)C(=O)c2ccc(NC(C)=O)cc2OC[C@H](C)N(C(=O)c2ccccc2F)C[C@@H]1C	.	-16
CC(C)Nc1nc(SCC(=O)Nc2ccccc2)nc(N2CCOCC2)n1	0.4	1
Cc1ccc(S(=O)(=O)N(C)C[C@@H]2Oc3cc(C#CC4CCCC4)ccc3S(=O)(=O)N([C@H](C)CO)C[C@@H]2C)cc1	-0.1	-8
O=C(N[C@@H]1CC[C@@H](CCn2cc(C3(O)CCCC3)nn2)O[C@H]1CO)C1CCCC1	-0.3	-2
COc1ccc(NC(=O)Nc2ccc3c(c2)C(=O)N([C@@H](C)CO)C[C@H](C)[C@@H](CN(C)C(=O)Nc2c(C)noc2C)OCCCC[C@H](C)O3)cc1	-3.5	.
COCC(=O)Nc1ccc2c(c1)C(=O)N(C)C[C@H](OC)[C@@H](C)CN(C(=O)c1cccnc1)[C@@H](C)CO2	0.4	7
CCC(=O)N1C[C@H](C)[C@H](OC)CN(C)C(=O)c2ccc(NC(=O)c3ccc(F)cc3)cc2OC[C@H]1C	0.2	4
C[C@@H]1CN([C@@H](C)CO)C(=O)c2cc(-c3cncnc3)cnc2O[C@@H]1CN(C)C(=O)CN1CCOCC1	-0.5	9
O=C(CCN1C(=O)c2ccccc2S1(=O)=O)Nc1ccc2c(c1)OCCO2	0.0	-5
C[C@@H]1CN([C@H](C)CO)C(=O)c2cccc(NC(=O)NC3CCCCC3)c2O[C@@H]1CN(C)Cc1ccc(Oc2ccccc2)cc1	1.1	.
C[C@H](CO)N1C[C@H](C)[C@H](CN(C)C(=O)Nc2cccc3ccccc23)Oc2ccc(NC(=O)Nc3ccccc3)cc2C1=O	-0.1	.
COC(=O)c1cc(OC)c(OC)cc1NC(=O)Cc1ccccc1[N+](=O)[O-]	-0.4	11
Cc1noc(C)c1NC(=O)N(C)C[C@H]1OCc2ccccc2-c2ccccc2C(=O)N([C@@H](C)CO)C[C@@H]1C	-0.3	9
COc1ccc([C@H]2OC[C@H]3[C@@H]2CO[C@@H]3c2ccc(O[C@@H]3O[C@H](CO)C(O)[C@H](O)[C@H]3O)c(OC)c2)cc1OC (stereo not given in full)	0.3	7

Structures above that have a COOH group (3):
SMILES	IDH1 mut inh	EZH2 inh
C[C@H](CO)N1C[C@H](C)[C@@H](CN(C)Cc2ccc(C(=O)O)cc2)OCCCC[C@H](C)Oc2ccc(NC(=O)CCCN(C)C)cc2C1=O	3.4	.
CCCCC/C=C/C=C/C(O)CCCCCCCC(=O)O (stereo not given)	8.7	39
Cc1noc(C)c1NC(=O)Nc1ccc2c(c1)C(=O)N([C@H](C)CO)C[C@H](C)[C@@H](CN(C)Cc1ccc(C(=O)O)cc1)O2	-0.1	.

(continued)
SMILES	IDH1 mut inh	EZH2 inh
COc1ccc(NC(=O)COc2ccccc2Cl)cc1NC(=O)c1ccco1	0.6	-27
C[C@H](CO)N1C[C@H](C)[C@@H](CN(C)C(=O)c2ccccc2F)Oc2ncc(C#Cc3ccc(F)cc3)cc2C1=O	2.7	.
S=c1nn[nH]n1CCc1ccc(Cl)cc1	4.2	13
COc1cccc(NC(=O)Nc2ccc3c(c2)C(=O)N(C)C[C@H](OC)[C@@H](C)CN[C@@H](C)CO3)c1	-0.2	3
O=C(CCCCCCC(=O)Nc1ccccc1O)N/N=C/c1ccccc1	0.0	0
Cc1ccc(S(=O)(=O)Nc2ccc3c(c2)CC(=O)N([C@@H](C)CO)C[C@@H](C)[C@H](CN(C)C(=O)Nc2ccc4c(c2)OCO4)O3)cc1	-0.1	.
CO[C@@H]1CN(C)C(=O)c2cc(NC(=O)c3cccc(Oc4ccccc4)c3)ccc2OC[C@H](C)NC[C@@H]1C	0.0	-12
COc1cccc(CNC(=O)C[C@H]2C=C[C@H](NC(=O)C3CC3)[C@@H](CO)O2)c1	0.1	2
O=C(Nc1ccc(S(=O)(=O)Nc2ccccn2)cc1)Nc1ccc(Cl)c(Cl)c1	-0.3	30
C[C@H]1CN([C@@H](C)CO)C(=O)Cc2cc(NC(=O)Nc3ccc(F)cc3)ccc2O[C@H]1CN(C)C(=O)Nc1cccc2ccccc12	2.6	.
C[C@@H]1CN([C@H](C)CO)C(=O)c2cc(-c3ccccc3)cnc2O[C@@H]1CN(C)C(=O)Nc1ccccc1F	0.2	-3
CCCC(=O)Nc1ccc2c(c1)C(=O)N(C)C[C@H](OC)[C@H](C)CN(Cc1cccc(F)c1)[C@H](C)CO2	0.7	-11
C[C@H](CO)N1C[C@H](C)[C@H](CN(C)CC2CCCCC2)Oc2ccc(NC(=O)c3ccncc3)cc2CC1=O	-1.1	.
CNc1ccccc1C(=O)N1CCc2c([nH]c3ccccc23)C1=O	0.5	.
Cc1noc(C)c1NC(=O)Nc1ccc2c(c1)C(=O)N([C@H](C)CO)C[C@@H](C)[C@H](CN(C)C(=O)Nc1c(C)noc1C)O2	3.1	.
O=C(NCc1ccccc1)C1=C[C@@H](c2cccs2)C[C@@H](OCc2ccc(CO)cc2)O1	.	5
C[C@H]1CCCCO[C@@H](CN(C)C(=O)c2ccccc2)[C@@H](C)CN([C@@H](C)CO)C(=O)c2cc(NC(=O)Nc3ccc(C(F)(F)F)cc3)ccc2O1	-0.4	.
Cc1ncc(CO)c(/C=N/NC(=O)c2ccccn2)c1O	-0.2	-4
COc1ccc2cc(C(C)C(=O)O)ccc2c1 (stereo not given)	0.6	.
O=C(NC(Cc1ccc(O)cc1)C(=O)O)c1ccccc1 (stereo not given)	0.1	-5
COc1ccc(NC(=O)N(C)C[C@H]2Oc3ccc(NS(=O)(=O)c4ccc(C)cc4)cc3C(=O)N([C@@H](C)CO)C[C@@H]2C)cc1	0.4	.
Cc1ccc(S(=O)(=O)N(C)C[C@@H]2Oc3ccc(NC(=O)Cc4cn(C)c5ccccc45)cc3CC(=O)N([C@H](C)CO)C[C@H]2C)cc1	-0.6	.
C[C@H](CO)N1C[C@H](C)[C@H](CN(C)Cc2ccc(C(F)(F)F)cc2)OCCCC[C@H](C)Oc2ccc(NC(=O)Nc3ccccc3)cc2C1=O	2.0	.
CO[C@@H]1CN(C)C(=O)c2ccc(NC(=O)c3ccc4c(c3)OCO4)cc2OC[C@@H](C)N(CC2CC2)C[C@@H]1C	-0.3	-9
O=C(CN1CCN(C2CCCC2)CC1)Nc1ccc([N+](=O)[O-])cc1C(=O)Nc1ccccc1F	0.0	-12

Additional compounds
SMILES	IDH1 mut inh	EZH2 inh
C[C@H](CO)N1C[C@H](C)[C@H](CN(C)S(=O)(=O)c2ccc(C#N)cc2)OCc2ccccc2-c2c(n(C)c3ccccc23)C1=O	1.0	-25
C[C@@H]1CCCCO[C@@H](CN(C)C(=O)Nc2cccc3ccccc23)[C@@H](C)CN([C@@H](C)CO)C(=O)c2cc(NC(=O)Nc3ccc(C(F)(F)F)cc3)ccc2O1	0.0	.
NC(=O)CN1C(=O)C(O)(CC(=O)c2cccnc2)c2ccccc21 (stereo not given)	0.0	6
COc1ccc(CN(C)C[C@@H]2Oc3ccc(NC(=O)Nc4ccc(OC)cc4)cc3C(=O)N([C@@H](C)CO)C[C@@H]2C)cc1	-0.7	0
Cc1noc(C)c1NC(=O)N(C)C[C@H]1OCCCC[C@@H](C)Oc2ccc(NC(=O)c3ccccc3)cc2C(=O)N([C@H](C)CO)C[C@H]1C	-9.5	.
O=C(Nc1ccc(Cl)cc1)N[C@@H]1CC[C@H](CCn2cc(-c3ccccc3F)nn2)O[C@H]1CO	0.1	-3

Gathered by group: the compounds so far containing a cyano group
SMILES	IDH1 mut inh	EZH2 inh
CCSC1=C(C#N)C(=O)NC(C(C)C)S1 (stereo not given)	-0.2	-1
C[C@H](CO)N1C[C@H](C)[C@H](CN(C)S(=O)(=O)c2ccc(C#N)cc2)OCc2ccccc2-c2c(n(C)c3ccccc23)C1=O	1.0	-25

A portion of the library; count on the stated rates, not on these rows.
